# Compound activity (PubChem BioAssay)
# Sm TGR inh: S. mansoni TGR enzyme inhibition; Q962Y6; purified TGR, DTNB reduction, TNB absorbance 405 nm; Potency, µM (titrated, usually from 114 µM), inactives show at the highest dose activity change, negative = inhibition, actives largely listed as inhibitors; actives 3% (n = 360,000); further: potency means the concentration at half of the fitted maximal effect; nearly all actives have a fitted effect of over 60% in size
#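 TGR 20 nM + NADPH 100 uM (dispensed conc.), cpd preinc 15 min RT; start with NADPH (500 uM addition) then DTNB (15 mM addition). Kinetic TNB absorbance, 405 nm filter. Four-parameter Hill fit across titration.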
# AmpC detergent: AmpC beta-lactamase inhibition with detergent present; AmpC hydrolysis of nitrocefin, absorbance 480 nm, 0.01% Triton; Potency, µM (titrated, usually from 114 µM), inactives show top-dose activity change, negative = inhibition, actives largely listed as inhibitors; actives 0.041% (n = 370,000);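 further: potency means the concentration at half of the fitted maximal effect; 0% = no-compound wells and -100% = no-enzyme wells; nearly all actives have a fitted effect of over 25% in size; some results filed as inactive show a strong effect at the top dose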
# Target sequence (P00811 whole entry, looked up): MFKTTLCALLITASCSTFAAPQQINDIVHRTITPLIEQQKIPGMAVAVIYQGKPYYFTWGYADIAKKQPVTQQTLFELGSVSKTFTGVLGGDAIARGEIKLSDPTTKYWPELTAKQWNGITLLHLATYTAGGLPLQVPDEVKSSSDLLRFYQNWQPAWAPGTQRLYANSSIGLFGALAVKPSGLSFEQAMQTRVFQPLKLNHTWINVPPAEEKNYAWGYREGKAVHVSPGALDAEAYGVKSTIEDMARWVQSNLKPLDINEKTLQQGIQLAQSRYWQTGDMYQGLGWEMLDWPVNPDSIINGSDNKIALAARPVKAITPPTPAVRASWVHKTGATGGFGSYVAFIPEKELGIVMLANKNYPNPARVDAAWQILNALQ
#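 20 mM phosphate pH 7.0 + 0.01% (detergent screen) or 0.0001% Triton X-100; 5.3 nM AmpC reagent; cpd preinc 15 min RT; nitrocefin (800 uM stock) to start; A480 q20 s × 4 min; Activity was normalised to no-enzyme and no-compound control wells.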
# AmpC inh no detg: AmpC beta-lactamase inhibition without detergent. AID 485341. actives 0.52% (n = 330,000). AmpC nitrocefin hydrolysis, absorbance 480 nm, 0.0001% Triton. Potency, µM (titrated, usually from 57.1 µM), without a hit: at the top dose activity change, negative = inhibition, actives largely listed as inhibitors. P00811;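 further: potency means the concentration at half of the fitted maximal effect; plate controls were no compound for no effect and no enzyme for full effect; nearly all actives have a fitted effect of over 20% in size; some results filed as inactive show a strong effect at the top dose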
#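 20 mM phosphate pH 7.0 + 0.01% (detergent screen) or 0.0001% Triton X-100; 5.3 nM AmpC reagent; cpd preinc 15 min RT; nitrocefin (800 uM stock) to start; A480 q20 s × 4 min; Activity was normalised to no-enzyme and no-compound control wells.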
# HCMV antiviral: human cytomegalovirus inhibition; HFF cells, HCMV-luciferase reporter, 72 h; active compounds read low; activity change, negative = inhibition, % at 57.5 µM; actives 4.5% (n = 410,000); AID 1259415; in the data active means activity change below about -60%; inconclusive means no clear call, values can overlap the other calls; inactive means above about -39%
#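 Compounds were evaluated in HFFs infected with an HCMV luciferase reporter virus (MOI 1 PFU/cell). Luciferase in lysates collected 72 h post infection served as the replication measure.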
# FBPA Giardia inh: Giardia lamblia aldolase inhibition. A8B2U2. purified Giardia FBPA. Potency, µM (titrated, usually from 59.6 µM), inactives show at the highest dose activity, negative = inhibition, hits mostly inhibitors. actives 0.71% (n = 290,000); further: potency means the concentration at half of the fitted maximal effect; nearly all actives have a fitted effect of over 55% in size
# Target sequence (A8B2U2 whole entry, looked up): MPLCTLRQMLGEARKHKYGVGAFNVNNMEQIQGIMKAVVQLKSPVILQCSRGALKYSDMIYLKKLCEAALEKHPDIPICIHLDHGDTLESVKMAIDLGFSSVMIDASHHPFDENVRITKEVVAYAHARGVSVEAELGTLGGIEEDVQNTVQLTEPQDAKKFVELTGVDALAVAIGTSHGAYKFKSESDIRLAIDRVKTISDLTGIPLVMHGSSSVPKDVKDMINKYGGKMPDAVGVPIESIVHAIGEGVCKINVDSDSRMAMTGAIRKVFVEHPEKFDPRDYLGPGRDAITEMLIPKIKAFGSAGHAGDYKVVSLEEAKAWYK
#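 Giardia FBPA (40 nM reagent) was preincubated 10 min at RT with compound (up to 57.5 uM final), then substrate plus GAPDH/TPI/NAD/arsenate coupling system with diaphorase/resazurin was added; resorufin fluorescence (525/598 nm) was read after 20 min.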
# AMA1 RON2 block: disrupts binding of P. falciparum AMA1 to RON2 | AlphaScreen AMA1-biotinylated RON2 peptide binding | Potency, µM (highest dose often 58.2 µM), inactives show top-dose activity change, negative = inhibition, usual class: inhibitors | actives 0.2% (n = 360,000) | AID 720542;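 further: potency means the concentration at half of the fitted maximal effect; 0% = vehicle wells and -100% = peptide control; nearly all actives have a fitted effect of over 45% in size; some results filed as inactive show a strong effect at the top dose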
#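 AMA1 (3D7) with his tag at 25 nM final met compounds first, then biotinylated RON2 peptide at 25 nM; detection used donor plus acceptor beads, 10 µg/mL apiece, read by AlphaScreen after 30 min at room temperature.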
# The depositor's hits bear a star; ? = inconclusive; / = no result given; [ ] = dose if it differs, or a comment. Unless noted, the call rests on the fitted dose curve; in most records, active means well fitted curve in the direction sought with a large enough effect; inconclusive means small, poorly fitted or top-dose-only effect, or another doubt; inactive means no such curve, though single readings can be large; an effect the other way counts as inactive or inconclusive. Unless noted, on the % scale 0 is the no-effect control and ±100 the full control effect.
SMILES,Sm TGR inh,AmpC detergent,AmpC inh no detg,HCMV antiviral,FBPA Giardia inh,AMA1 RON2 block
COc1cccc2cc(C(=O)N3CCN(c4cc(C)ccc4C)CC3)c(=O)oc12,-14%,-1%,/,2,/,/
O=C(COc1ccc2ccccc2c1)NNC(=O)c1ccccc1,8%,-11%,-19%,-3,7%,53%[activator]
CCc1ccccc1NC(=O)CN(C)C(=O)COC(=O)c1ccccc1Cl,1%,?,-6%,-40,/,-8%
CCn1c(=S)[nH]c2ccccc21,4%,-2%,-28%,-5,-7%,4%
Nc1nonc1C(=O)N/N=C/c1ccncc1,-1%,4%,-11%,4,8%,18%
COc1ccc(C(C(=O)NCc2ccccc2)N(Cc2ccco2)C(=O)c2snc(C(N)=O)c2N)cc1 (centres undefined),-4%,3%,-33%,30,/,-22%
Clc1ccccc1CO/N=C1\CCCc2nonc21,-4%,-10%,-29%,-12,3%,40%[activator]
CCC(Sc1ccc(Cl)cc1)C(=O)Nc1nnc(-c2cccc([N+](=O)[O-])c2)s1 (centres undefined),-16%,-7%,-48%,-19,2%,0%
CCCNC(=O)C(Cc1ccccc1)NC(=O)c1cccc([N+](=O)[O-])c1 (centres undefined),-4%,2%,-3%,1,/,-1%
CC(=O)c1cccc(NC(=O)C2C3C=CC(C3=C(c3ccccc3)c3ccccc3)C2C(=O)O)c1 (centres undefined),-2%,?,-26%,23,4%,-3%
CSc1ccc(CNC2CC2)cc1,11%,?,-11%,-37,-15%,-4%
Cc1ccc(NC(=S)NN2CCOCC2)c(C)c1,-10%,-11%,-7%,23,-3%,-6%
O=C(NC1CC1)c1ccc(N2CCCCC2)c([N+](=O)[O-])c1,6%,-12%,-12%,-9,/,0%
c1ccc(-c2nc3ccccn3c2NC2CCCC2)nc1,-6%[57.1 µM],1%,22%,-38,-14%,5%
Cc1ccc(S(=O)(=O)N/N=C/c2ccccc2O)cc1,-10%,-13%,-22%,1,-22%,11%
CN(C)CCN(Cc1ccc(Cl)cc1)c1ccccn1,-7%,-16%,7%,-62*,-7%,-6%
O=[N+]([O-])c1ccc(N(CCO)Cc2ccccc2)c([N+](=O)[O-])c1,2%,-6%,-9%,-6,7%,-16%
Cc1nn(CCC(=O)N2CCN(c3ccccc3)CC2)c(C)c1S(=O)(=O)N1CCCC1,0%,16%,/,-10,/,/
Cc1ccc(C(C)C)c(OCC(=O)NNC(=O)C(C(C)C)N2C(=O)c3ccccc3C2=O)c1 (centres undefined),-10%,-11%,3%,18,0%,53%[activator]
CCc1ccc(N2C(=O)CN(Cc3sccc3C)C2=S)cc1,7%,3%,-9%,-13,-1%,3%
CCCCC(=O)Nc1ccccc1C(C)C,11%,2%,-9%,/,3%,/
Cc1ccc(C)c(NC(=O)C(NCC(C)(C)N2CCOCC2)c2ccccc2)c1 (centres undefined),-4%,1%,16%,0,3%,1%
O=P(Nc1cccc(Cl)c1)(Oc1ccccc1)Oc1ccccc1,-8%,-6%,-3%[2.29 µM],7,-3%,-1%
COC(=O)c1cc(-c2ccc(C)cc2)c2c(=O)n(C)c(=O)n(C)c2n1,3%,18%,/,-12,/,/
O=c1[nH]cnc2c1c(-c1ccccc1)cn2-c1ccccc1,-25%,-11%,-27%,-21,10%,-14%
C=CCn1c(NC(=O)c2ccco2)nc2ccccc21,-5%,-1%,-11%,21,/,77%[activator]
COc1ccc(OC)c(C(=O)N2CCC(C(=O)c3ccc(F)cc3)CC2)c1,-13%,-3%,31%,24,0%,5%
Cc1ccc(-n2ccc(=O)c(-c3ccnc(SCc4cccc(Cl)c4)n3)n2)cc1,-2%,1%,15%,-27,0%,-6%
CCOC(=O)c1ccc(NC(=O)CN2Cc3ccccc3C2=O)cc1,-3%,2%,/,4,/,/
CC(NC(=O)C12CC3CC(C1)CC(n1cncn1)(C3)C2)C12CC3CC(CC(C3)C1)C2 (centres undefined),0%,-1%,80%[activator],-4,-5%,-2%
C=CCN(C(=O)Cn1nnc2ccccc21)C(C(=O)NCCOC)c1ccc(OC)cc1OC (centres undefined),14%,-5%,34%,12,0%[12.9 µM],-7%
Cc1cc(NC(=O)c2ccc(NC(=O)C3CC3)cc2)no1,-9%,-2%,-9%,-4,11%,5%
CCOC(=O)c1cc(-c2ccccc2)sc1NC(=O)C(C)N1C(=O)NC(C)(c2ccc(Cl)cc2)C1=O (centres undefined),-6%,-9%,?,8,0%,-1%
Cc1ccccc1NC(=O)COC(=O)c1ccc(S(=O)(=O)N2CCCC2)cc1,-10%,-5%,-10%,12,/,-2%
COc1cc(C(=O)NCC2(N3CCCCC3)CCCCC2)ccc1OCC(=O)N1CCOCC1,16%,-4%,-10%,0,-5%,-2%
CC(C)CC(NC=C1C(=O)OC(C)(C)OC1=O)C(=O)O (centres undefined),-5%,-7%,-2%,-16,10%,38%[activator]
CC1CCN(C(=O)c2ccccc2NC(=O)c2cccc(S(=O)(=O)N(C)C)c2)CC1,-16%,1%,0%,-5,/,0%
CCOc1ccccc1Nc1nnc(SCc2nnc(-c3cc(OC)c(OC)c(OC)c3)o2)s1,-2%,-13%,96%[activator],-13,-4%,-9%
O=C1[C@@H]2CSCN2C(=O)CN1Cc1c(F)cccc1Cl,-1%,5%,-10%,70,-7%,-9%
COc1ccc(-c2csc(N(CC3CCCO3)C(=O)c3ccccc3)n2)cc1 (centres undefined),-7%,-7%,-27%,-21,-7%,-3%

# Exported with bars between the fields: entries from further up.
compound | Sm TGR inh | AmpC detergent | AmpC inh no detg | HCMV antiviral | FBPA Giardia inh | AMA1 RON2 block
C=CCn1c(NC(=O)c2ccco2)nc2ccccc21 | -5% | -1% | -11% | 21 | / | 77%[activator]
COc1ccc(OC)c(C(=O)N2CCC(C(=O)c3ccc(F)cc3)CC2)c1 | -13% | -3% | 31% | 24 | 0% | 5%
Cc1ccc(-n2ccc(=O)c(-c3ccnc(SCc4cccc(Cl)c4)n3)n2)cc1 | -2% | 1% | 15% | -27 | 0% | -6%
CCOC(=O)c1ccc(NC(=O)CN2Cc3ccccc3C2=O)cc1 | -3% | 2% | / | 4 | / | /
CC(NC(=O)C12CC3CC(C1)CC(n1cncn1)(C3)C2)C12CC3CC(CC(C3)C1)C2 (centres undefined) | 0% | -1% | 80%[activator] | -4 | -5% | -2%
C=CCN(C(=O)Cn1nnc2ccccc21)C(C(=O)NCCOC)c1ccc(OC)cc1OC (centres undefined) | 14% | -5% | 34% | 12 | 0%[12.9 µM] | -7%
Cc1cc(NC(=O)c2ccc(NC(=O)C3CC3)cc2)no1 | -9% | -2% | -9% | -4 | 11% | 5%
CCOC(=O)c1cc(-c2ccccc2)sc1NC(=O)C(C)N1C(=O)NC(C)(c2ccc(Cl)cc2)C1=O (centres undefined) | -6% | -9% | ? | 8 | 0% | -1%
Cc1ccccc1NC(=O)COC(=O)c1ccc(S(=O)(=O)N2CCCC2)cc1 | -10% | -5% | -10% | 12 | / | -2%
COc1cc(C(=O)NCC2(N3CCCCC3)CCCCC2)ccc1OCC(=O)N1CCOCC1 | 16% | -4% | -10% | 0 | -5% | -2%
CC(C)CC(NC=C1C(=O)OC(C)(C)OC1=O)C(=O)O (centres undefined) | -5% | -7% | -2% | -16 | 10% | 38%[activator]
CC1CCN(C(=O)c2ccccc2NC(=O)c2cccc(S(=O)(=O)N(C)C)c2)CC1 | -16% | 1% | 0% | -5 | / | 0%
CCOc1ccccc1Nc1nnc(SCc2nnc(-c3cc(OC)c(OC)c(OC)c3)o2)s1 | -2% | -13% | 96%[activator] | -13 | -4% | -9%
O=C1[C@@H]2CSCN2C(=O)CN1Cc1c(F)cccc1Cl | -1% | 5% | -10% | 70 | -7% | -9%
COc1ccc(-c2csc(N(CC3CCCO3)C(=O)c3ccccc3)n2)cc1 (centres undefined) | -7% | -7% | -27% | -21 | -7% | -3%

# Following part
SMILES,Sm TGR inh,AmpC detergent,AmpC inh no detg,HCMV antiviral,FBPA Giardia inh,AMA1 RON2 block
CCNC(=O)CCCN1C(=O)CCn2nc(-c3cccn3C)cc21,-4%,-1%,/,19,/,/
O=C(NC1=NCCS1)c1cc(-c2ccc(F)cc2)nc2ccccc12,3%,-9%,-23%,-23,-5%,49%[activator]
Cc1cc(S(=O)(=O)NCc2ccccc2)ccc1OCC(=O)N1CCOCC1,/,0%,14%,-21,-6%,7%
CCCNC(=O)C(NS(=O)(=O)c1cccc2nsnc12)c1ccccc1 (centres undefined),-10%,-15%,-5%,2,-10%,5%
CC(=O)Nc1ccc(NC(=O)C(C)OC(=O)/C=C/c2ccc3c(c2)OCO3)cc1 (centres undefined),-15%,-17%,?,20,/,1%
CC(=O)c1cccc(NC(=O)c2ccc3c(c2)N(Cc2ccc(C)cc2)CCS3)c1,8%,13%,/,-17,/,/
N#C/C(=C\c1ccc(C(=O)O)cc1)c1nc2sc3c(c2c(=O)[nH]1)CCCC3,-12%,0%,-54%,-20,-25%,109%[activator]
Cc1ccc(/C=N/NC(=O)c2nnn(-c3nonc3N)c2CSc2ccc(Cl)cc2)o1,-34%,4%,-54%,?,-3%,44%[activator]
O=C(CSc1nc2ccccc2[nH]1)NCc1ccco1,0%,?,-6%,63,-3%,23%
Cc1ccc(C(NC(=O)c2ccccc2)C(Cl)Cl)cc1 (centres undefined),-12%,-9%,-37%,25,1%,-3%
CCOC(=O)c1c(C)[nH]c(C(=O)OC(C)C(=O)NCc2ccccc2)c1C (centres undefined),-13%,?,-9%,-14,/,2%
COc1ccccc1CNc1nc2ccccc2n1CCN1CCCCC1,2%,-12%,-8%,?,1%,-11%
c1ccc(Cn2ccnc2)cc1,9%,1%,-27%,?,-4%,0%
CCO[C@@H]1OC(C(=O)NC2CC2)=C[C@H](c2ccc(Br)cc2)[C@H]1CCCO,15%,2%,81%[activator],-5,7%,5%
O=C(Nc1ccc(S(=O)(=O)Nc2nccs2)cc1)c1cccc(F)c1,7%,4%,-20%,12,/,-8%
Cc1ccc2cc(C)c(SCC(=O)Nc3ccc(S(=O)(=O)N4CCCC4)cc3)nc2c1,2%,?,-37%,0,1%,-10%
CN(C)S(=O)(=O)c1cccc(C(=O)OCC(=O)NCc2ccccc2)c1,3%,?,-13%,48,3%,0%
CCc1ccc2[nH]c(=O)c(CN(CCCN3CCOCC3)C(=O)Nc3ccc(F)cc3)cc2c1,0%,0%,196%[activator],11,3%,-3%
COc1ccc(CN2CCNC(=O)C2CC(=O)N(C)CC2CCOCC2)c(F)c1 (centres undefined),?,-7%,63%[activator],24,/,21%
Cc1c(NC(=O)C(C)OC(=O)c2c3c(nc4ccccc24)CCC3)c(=O)n(-c2ccccc2)n1C (centres undefined),-25%,-4%,0%,-27,0%,-20%
O=C(O)c1ccc2c(c1)C(=O)N(c1cccc3ccccc13)C2=O,-16%,-7%,-14%,10,21%,0%
CCC(C)NC(=O)c1ccc(NS(=O)(=O)c2ccc3[nH]c(=O)[nH]c3c2)cc1 (centres undefined),-3%,2%,-15%,-1,/,-11%
